# Diaph inh CS: diaphorase inhibitors and chemical oxidizers, primary screen, counter-screen for diaphorase-coupled primary assays, biochemical, uHTS, resorufin fluorescence; diaphorase resazurin-to-resorufin fluorescence, NADH, 16 min; bacterial (C. kluyveri) enzyme, not human; inhibition, % at 20 µM; 0.69% of 190,000 active; AID 1217, 2008;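 active = primary screen inhibition at 20 µM above a set limit, cut at about 50% in these data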;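 note: plate controls were DMSO with full reaction for no effect and wells lacking NADH for full effect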
#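 Benchmarks: positive control wells lacking NADH, neutral wells with DMSO only. System: bacterial diaphorase enzyme (C. kluyveri). Input: 0.14 U/mL diaphorase, enzyme working solution. Detection: resorufin fluorescence, excitation 544 nm, emission 590 nm. Times: 16-min room-temperature incubation before reading.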
# G6PDH CS: L. mesenteroides G6PDH inhibitors, counter-screen for G6PDH-coupled screening assays, biochemical, Leuconostoc mesenteroides enzyme. Purified L. mesenteroides G6PDH, diaphorase/resazurin coupled fluorescence, 45 min. inhibition, % at 5 µM. 0.12% of 200,000 active. AID 1020, 2008; in the data active = inhibition above about 50%
# APP 5'UTR act: activators of APP 5'UTR luciferase reporter, primary screen, SH-SY5Y cells | SH-SY5Y APP 5'UTR luciferase reporter, luminescence; zero percent = DMSO vehicle wells | activation, % at 2 µM | 1% of 190,000 active | AID 1276, 2008;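 active = activation above a set limit, based on mean plus 3 SD of controls, cut at about 140% in these data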; note: values of inactives mirror those of a sister screen read the other way
# APP 5UTR inh: inhibitors of APP translation via 5'UTR reporter, primary screen, APP 5'UTR luciferase, SH-SY5Y cells. AID 1285, 2008. 0.82% of 190,000 active. SH-SY5Y APP 5'UTR-luciferase reporter, luminescence. inhibition, % at 2 µM;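 active = inhibition above a set limit, derived from the sample mean plus 3 SD, cut at about 45% in these data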; note: values of inactives mirror those of a sister screen read the other way
# FLuc inh counter: firefly luciferase enzyme inhibitors, primary screen, artefact control for luciferase-based inhibitor screens, biochemical, luminescence, ATPLite | Luciferin 4-monooxygenase (Photinus pyralis), P08659 | inhibition, % at 10 µM | 1.5% of 200,000 active | 10 min;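 active = inhibition above about 50% when tested at 10 µM, limit read from the data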
# TLR4 MyD88 comp: inhibitors of TLR4-MyD88 association in cells, primary screen, cell-based, HeLa CL3-4, BLA complementation, FRET ratio | Toll-like receptor 4 (Homo sapiens) + Myeloid differentiation primary response protein … | HeLa CL3-4 TLR4/MyD88 BLA complementation | inhibition, % at 8.4 µM | 0.18% of 200,000 active; in the data active = inhibition above about 25%;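 note: 0% = vehicle and 100% = reference inhibitor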
# Target sequence (O00206 whole entry, looked up): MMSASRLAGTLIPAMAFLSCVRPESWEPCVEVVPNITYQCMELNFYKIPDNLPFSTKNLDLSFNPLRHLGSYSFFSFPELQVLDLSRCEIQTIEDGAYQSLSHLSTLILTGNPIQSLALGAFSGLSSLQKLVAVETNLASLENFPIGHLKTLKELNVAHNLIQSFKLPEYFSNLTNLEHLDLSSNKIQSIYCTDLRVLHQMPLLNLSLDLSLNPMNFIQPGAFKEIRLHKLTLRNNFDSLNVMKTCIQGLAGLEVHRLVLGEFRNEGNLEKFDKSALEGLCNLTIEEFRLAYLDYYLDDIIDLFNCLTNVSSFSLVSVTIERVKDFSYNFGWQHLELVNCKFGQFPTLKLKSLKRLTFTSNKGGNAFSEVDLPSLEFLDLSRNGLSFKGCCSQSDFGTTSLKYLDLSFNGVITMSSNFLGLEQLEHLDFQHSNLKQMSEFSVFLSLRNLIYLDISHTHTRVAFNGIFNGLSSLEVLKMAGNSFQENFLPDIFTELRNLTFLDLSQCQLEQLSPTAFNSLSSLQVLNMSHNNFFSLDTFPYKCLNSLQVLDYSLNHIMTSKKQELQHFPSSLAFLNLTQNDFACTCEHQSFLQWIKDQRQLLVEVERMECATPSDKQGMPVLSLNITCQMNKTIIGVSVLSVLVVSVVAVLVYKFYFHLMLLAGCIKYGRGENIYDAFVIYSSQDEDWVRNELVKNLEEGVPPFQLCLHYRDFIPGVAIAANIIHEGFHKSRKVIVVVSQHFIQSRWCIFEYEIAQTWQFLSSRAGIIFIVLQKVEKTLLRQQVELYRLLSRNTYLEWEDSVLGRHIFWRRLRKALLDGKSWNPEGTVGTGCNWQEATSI
# Target sequence (Q99836 whole entry, looked up): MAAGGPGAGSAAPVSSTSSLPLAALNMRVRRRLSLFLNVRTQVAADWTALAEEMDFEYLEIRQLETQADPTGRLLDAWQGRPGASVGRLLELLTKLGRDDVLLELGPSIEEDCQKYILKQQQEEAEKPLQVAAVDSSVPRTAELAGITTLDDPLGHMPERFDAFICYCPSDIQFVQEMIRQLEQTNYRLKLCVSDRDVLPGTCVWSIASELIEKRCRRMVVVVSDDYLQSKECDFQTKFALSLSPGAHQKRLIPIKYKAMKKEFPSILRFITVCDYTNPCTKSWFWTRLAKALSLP
# FLuc stim CS: FLuc activators, initial screening, artefact control for FLuc-dependent activation tests, biochemical, ATPlite luminescence; Luciferin 4-monooxygenase (Photinus pyralis), P08659; ATPlite luciferase biochemical, 10 min; 0 = ATP-free wells, 1 = DMSO control; activation factor at 10 µM; 200,000 tested, under 10 active;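 active = luciferase activation factor, scaled between plate controls, of at least 2 with compound at 10 µM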
#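 System: cell-free luciferase reagent; medium: PBS as buffer for the ATP substrate; doses: test compounds dosed from 2 mM stocks in 100% DMSO; incubation: 10 min, room temperature; measured by: luminescence from luciferase reaction; read-out: luciferase activation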
# Diaphorase act: compounds boosting diaphorase resazurin reduction – biochemical, uHTS, resorufin fluorescence, counter-screen for diaphorase-coupled primary assays, primary screen. Diaphorase/resazurin coupled assay, 16 min; stronger effect = higher value; 1 = vehicle wells, 0 = NADH-free wells. activation factor at 20 µM. 0.005% of 190,000 active;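 active = diaphorase activity raised at least twofold by the compound at 20 µM; inactive = activation factor below 2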
#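 Measured by – red resorufin fluorescence at 544/590 nm excitation/emission · Test system – Clostridium kluyveri diaphorase, purified enzyme · Incubation – reaction time 16 min, room temperature · Buffer or medium – 50 mM HEPES pH 7.4 with 4.542 mM MgCl2, 0.005% Tween 20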
# NF-kB neuron act: activators of NF-kB expression in neurons, primary screen, cell-based, HTS. fold change at 12.5 µM. human neuronal cells, NF-kB reporter expression; stronger effect = higher value. 1.6% of 190,000 active; in the data active = fold change above about 3.3
# STAT1 act: STAT1 signaling activators, primary screen, cell-based, HTS, luciferase reporter | NIH 3T3 STAT1-luciferase reporter, IFN-gamma, luminescence; 100% = IFN-gamma alone, no compound | activation (% of control), % at 5.5 µM | 2.6% of 200,000 active | AID 932, 2007;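 active = activation above the screen-wide mean activation plus 3 SD, cut at about 130% in these data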;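 note: raw ratio to IFN-gamma control signal so 100% means no change and 0% no light; values of inactives mirror those of a sister screen read the other way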
# Active calls of the source: *; x = no result given.
SMILES,Diaph inh CS,G6PDH CS,APP 5'UTR act,APP 5UTR inh,FLuc inh counter,TLR4 MyD88 comp,FLuc stim CS,Diaphorase act,NF-kB neuron act,STAT1 act
COc1ccc2[nH]c(=O)c(CN(CC3CCCO3)C(=O)Nc3ccccc3)cc2c1 (stereo not drawn),11.0,3.7,-3.9,3.9,-0.9,6.8,1,0.9,1.11,98.0
CCOC(=O)c1sc2nc(CC(C)C)c3c(c2c1N)CCC3,9.5,5.3,-13.2,13.2,-3.1,-5.3,1,0.9,1.1,89.9
O=S(=O)(Nc1ccc2c(c1)CCC2)c1cccs1,23.1,-0.3,-4.5,4.5,-2.1,-2.3,1,0.8,1.08,101.2
CC(c1ccco1)N(C(=O)c1ccccc1NS(=O)(=O)c1cc([N+](=O)[O-])ccc1Cl)c1ccccn1 (stereo not drawn),7.7,9.3,2.0,-2.0,0.0,4.2,1,0.9,0.76,101.9
CC(C)(O)C#Cc1ccc(C(=O)N2CCCC2C(=O)O)s1 (stereo not drawn),12.6,-3.8,-10.0,10.0,-6.4,8.8,1.1,0.9,1.01,105.8
COc1ccc(-c2csc3nc(C)nc(N4CCN(C(C)=O)CC4)c23)cc1OC,12.8,8.6,6.5,-6.5,-2.5,-3.0,1,0.9,1.05,99.0
Cn1cc(C(=O)NC2C3CC4CC(C3)CC2C4)cn1 (stereo not drawn),5.4,2.8,6.2,-6.3,-4.1,4.6,1,0.9,1.21,102.0
Cc1ccnc(NC(=O)C2CCCN(S(=O)(=O)c3cnc[nH]3)C2)c1 (stereo not drawn),5.7,-14.3,11.5,-11.5,-6.6,3.0,1.1,0.9,1.19,102.4
CCC1=C(C(=O)OC)C(c2cc(OC)ccc2OC)C(C#N)=C(N)O1 (stereo not drawn),15.6,35.6,-6.0,6.0,3.7,0.3,1,0.8,1.1,100.2
O=C(O)c1cc(Cl)ccc1NC(=O)C1CCCO1 (stereo not drawn),8.5,-1.0,-2.7,2.7,-0.5,-4.6,1,0.9,1.24,92.6
Cn1c(=O)cc(OCC(=O)NCc2cccnc2)c2ccccc21,10.0,-1.5,7.5,-7.5,-5.2,13.0,1.1,0.9,1.03,101.2
CCCCN1C(=O)CCC(C(=O)O)C1c1ccccc1 (stereo not drawn),-10.0,16.4,8.3,-8.3,-2.6,-2.0,1,1.1,1.02,90.8

# In the list so far, these have a thiophene ring, fused or not.
SMILES,Diaph inh CS,G6PDH CS,APP 5'UTR act,APP 5UTR inh,FLuc inh counter,TLR4 MyD88 comp,FLuc stim CS,Diaphorase act,NF-kB neuron act,STAT1 act
CCOC(=O)c1sc2nc(CC(C)C)c3c(c2c1N)CCC3,9.5,5.3,-13.2,13.2,-3.1,-5.3,1,0.9,1.1,89.9
O=S(=O)(Nc1ccc2c(c1)CCC2)c1cccs1,23.1,-0.3,-4.5,4.5,-2.1,-2.3,1,0.8,1.08,101.2
CC(C)(O)C#Cc1ccc(C(=O)N2CCCC2C(=O)O)s1 (stereo not drawn),12.6,-3.8,-10.0,10.0,-6.4,8.8,1.1,0.9,1.01,105.8
COc1ccc(-c2csc3nc(C)nc(N4CCN(C(C)=O)CC4)c23)cc1OC,12.8,8.6,6.5,-6.5,-2.5,-3.0,1,0.9,1.05,99.0

# (continued)
SMILES,Diaph inh CS,G6PDH CS,APP 5'UTR act,APP 5UTR inh,FLuc inh counter,TLR4 MyD88 comp,FLuc stim CS,Diaphorase act,NF-kB neuron act,STAT1 act
CCCC(=O)Nc1ccc(Oc2ccc(NC(=O)CCC)cc2)cc1,0.1,3.2,2.5,-2.5,-4.9,8.4,1,1,1.08,99.5
Nc1ccc2c(c1)Oc1ccccc1C=C2,3.8,1.4,23.8,-23.8,-2.3,11.0,1,1,1.28,111.2
COc1cc(C2C(C(=O)Nc3ccc(F)cc3)=C(C)Nc3nc(CCCO)nn32)cc(OC)c1OC (stereo not drawn),7.8,-0.7,8.9,-8.9,-6.2,x,1.1,0.9,1.16,x
O=C(NC1CCCCC1)c1ccccc1NC(=O)C1CC1,-5.5,1.1,-8.3,8.3,0.6,4.6,1,1.1,1.05,108.1
O=C(CN1CCN(Cc2ccccc2)CC1)Nc1cccc(S(=O)(=O)N2CCCCCC2)c1,15.0,2.5,-2.1,2.1,-8.1,-0.2,1.1,0.8,0.95,98.3
CCOc1ccccc1-n1c(COc2ccc(C)cc2)nnc1SCC(N)=O,11.4,-3.5,-4.8,4.8,0.2,-8.1,1,0.9,1.03,96.4
CCCCNC(=S)NNC(=O)CCn1cc(C)cn1,14.8,9.0,25.5,-25.5,-7.4,13.8,1.1,0.9,1.18,104.8
COC(=O)c1ccc(NC(=S)NC2CCCCC2C)cc1 (stereo not drawn),20.8,9.6,5.4,-5.4,-6.2,9.6,1.1,0.8,1.27,105.5
COc1ccc(/C=C/C(=O)Nc2cc(C)nn2-c2nc3ccccc3n2Cc2cccc([N+](=O)[O-])c2)cc1,11.4,-2.4,-1.9,1.9,-0.2,-7.8,1,0.9,1.03,100.8
Cc1ccsc1C(=O)NNC(=S)NCC(C)C,23.0,-2.5,4.7,-4.7,-4.7,12.8,1,0.8,1.12,101.3
COc1ccc(NC(=O)CN2c3cccc4cccc(c34)S2(=O)=O)c(OC)c1,21.8,10.7,-2.2,2.2,2.7,-5.0,1,0.8,0.96,104.4
CCc1ccc(C(=O)NC(CCSC)C(=O)O)cc1 (stereo not drawn),16.7,8.9,8.5,-8.5,5.9,-6.5,0.9,0.8,1.45,104.2
COc1nc2ccccc2cc1-c1noc(-c2cccnc2)n1,11.3,-4.6,x,x,-0.1,x,1,0.9,x,x
CC(=O)c1cc(-c2ccc(F)cc2)n(CC(=O)NCc2cccs2)c1C,5.9,7.9,8.3,-8.3,-5.6,1.8,1.1,0.9,1.11,100.3
Cc1ccc(/C=C/C(=O)OCc2nc(N)nc(Nc3ccccc3C)n2)o1,11.1,-3.6,7.9,-7.9,-4.8,2.4,1,0.9,0.93,101.2
O=C(N/N=C/c1ccc(-c2cccc(C(F)(F)F)c2)o1)c1ccccc1Br,13.6,9.2,29.5,-29.5,-2.8,9.8,1,0.9,0.53,107.5
CCCCCn1c(CNC(=O)c2cccs2)nc2ccccc21,16.3,2.5,-2.0,2.0,-3.3,-16.0,1,0.8,0.95,93.2
Cc1ccc(C(=O)NNC(=O)C2CCN(c3nccc(C)n3)CC2)cc1,10.0,2.9,-1.4,1.4,-4.9,-5.5,1,0.9,0.94,97.4
CN(CC(=O)NCCCN1CCOCC1)S(=O)(=O)c1ccc(Br)cc1,-14.7,5.2,-2.7,2.7,0.7,-3.8,1,1.1,1.11,97.4
O=C(Cc1cccs1)N/N=C/c1ccc(OCc2ccccc2)cc1,8.5,-22.3,-5.4,5.4,0.1,-9.8,1,0.9,1.11,98.6
O=C(/C=C/c1ccc(S(=O)(=O)N2CCOCC2)cc1)NCCCn1ccnc1,-10.8,7.6,2.8,-2.8,-2.7,2.2,1,1.1,1.14,102.2
CCOC(=O)C1(Cc2cccc(F)c2)CCN(C(=O)C2CCOCC2)CC1,-15.4,3.9,-10.2,10.2,-5.4,6.4,1.1,1.2,1.17,103.7
CC(=O)n1c2ccccc2c2c1c1ccccc1n2C,-0.3,2.3,56.5,-26.2,2.2,-10.5,1,1,1.33,95.4
Cc1cccc(NC2=C(Cl)C(=O)OC2NC(=O)c2ccccc2)c1 (stereo not drawn),-2.5,0.7,-0.6,0.6,-0.4,2.6,1,1,1.11,100.0
O=C(Nc1ccc(N2CCOCC2)cc1)c1cccnc1,7.8,12.9,0.5,-0.5,12.9,1.7,0.9,0.9,1.4,124.1
CCS(=O)(=O)c1nc(NC(C)=O)n[nH]1,-3.2,4.6,8.4,-8.4,1.7,-11.0,1,1,1.1,92.3
c1ccc2c(c1)ccc1nnc(-c3ccc4c(c3)OCO4)n12,14.9,-12.7,2.2,-2.2,-6.2,-6.7,1.1,0.9,0.84,89.0
O=S(=O)(c1ccccc1)N1CCSC1c1ccco1 (stereo not drawn),8.0,-8.3,2.5,-2.5,-4.2,-9.0,1,0.9,0.96,97.5
CN(C)S(=O)(=O)c1ccc2c(c1)C(CC(=O)O)NC2=O (stereo not drawn),6.8,13.4,-1.9,1.9,-5.9,-0.1,1.1,0.9,1.31,109.3
Cc1cc(Cl)ccc1NC(=S)NCCCO,15.6,2.8,-18.8,18.8,-5.5,8.3,1.1,0.8,1.23,94.2
O=C(CCC(=O)N1CCN(S(=O)(=O)c2ccc(Cl)cc2)CC1)Nc1ccc(Cl)cc1Cl,27.1,-2.1,-7.1,7.1,-1.4,6.2,1,0.7,0.98,99.8
CC(=NCc1cccnc1)C1=C(O)c2ccccc2C1=O,6.2,4.1,-10.6,10.6,0.6,-7.7,1,0.9,1.4,103.2
COc1ccc(NC(=O)CCN2C(=O)c3ccc([N+](=O)[O-])cc3C2=O)c(OC)c1,14.1,-0.1,7.1,-7.1,0.9,-6.8,1,0.9,0.99,104.1
COc1ccc(C2CC(c3c(-c4ccccc4)c4cc(Cl)ccc4[nH]c3=O)=NN2S(C)(=O)=O)cc1 (stereo not drawn),-4.1,4.8,-9.7,9.7,-2.0,11.4,1,1,1.27,96.3
Cn1c(-c2csc(-c3cccc(C(F)(F)F)c3)n2)n[nH]c1=S,-4.9,2.9,-8.0,8.0,-12.6,-7.6,1.1,1,0.99,100.7
CCN(Cc1ccccc1)C(=O)C1CCN(Cc2sccc2C)CC1,7.4,4.6,11.5,-11.5,-8.0,-6.8,1.1,0.9,1.41,102.1
O=C(O)c1[nH]c2ccccc2c1-c1ccccc1,14.7,-5.8,-10.4,10.4,0.5,-6.3,1,0.9,1.2,101.0
CCOC(=O)c1[nH]c(C)c(C(=O)NCCc2ccc(OC)cc2)c1C,14.1,1.7,-11.7,11.7,-10.1,8.4,1.1,0.9,1.21,106.3
O=C(Cn1cncn1)NCCC(c1ccccc1)c1ccccc1,13.4,2.4,3.2,-3.2,-5.1,1.3,1.1,0.9,1.22,110.9
COc1ccc2c(c1)c(=O)oc1cc(OCC(=O)NC3CCCCC3)ccc12,44.3,-0.3,10.6,-10.6,1.8,6.8,1,0.6,1.03,92.0

# Assay outcomes from PubChem.
